ERK EGF block: qHTS Assay for Inhibitors of the ERK Signaling Pathway using a Homogeneous Screening Assay; Stimulation with EGF. actives 0.41% (n = 130,000). Potency, µM (top dose mostly 11.5 µM), inactives show at the top dose activity change, negative = inhibition, actives largely listed as inhibitors. HEK293-V1b, EGF-stimulated phospho-ERK AlphaScreen; active = well fitted inhibition curve with a large enough effect; inconclusive = small, poorly fitted or top-dose-only effect, or effect the other way;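 note: plate controls were stimulated vehicle wells for no effect and unstimulated vehicle basal for full effect; nearly all actives have a fitted effect of over 55% in size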
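In this qHTS, HEK293 cells with stable type-1 vasopressin (V1b) receptor were exposed to compound at 37C for 30 min, stimulated 5 min with EGF at 25 nM, lysed, and probed for phospho-ERK by AlphaScreen.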
Active calls of the source: *; ? = inconclusive; & = joins results of further samples; [ ] = another dose, or the depositor's remark. Potency is the fitted concentration of half-maximal effect.

canonical_smiles,ERK EGF block
C/C(=N\NC(N)=O)C1CC(CC(C)C)C(=O)O1 (centres undefined),-6.8%
COc1ccc(Nc2nc(-c3c[nH]c4ccccc34)cs2)cc1,7.7%
O=C(CCS(=O)(=O)c1ccc(Cl)cc1)N1CCN(S(=O)(=O)c2cccs2)CC1,0.4%[57.5 µM]
CC1CCCN(CC(=O)N2c3ccccc3Sc3ccccc32)C1 (centres undefined),3.6%
Cc1nnc(SCC(=O)O)s1,1.7%
CN(C)S(=O)(=O)N(CC(=O)N1CCN(c2ccccc2)CC1)c1ccccc1,-2.9%
CCOC(=O)C(=CNNc1ccsc1C(=O)OC)C(=O)OCC,-3.7%[57.5 µM]
CC(C)Cc1ccc(S(=O)(=O)Nc2ccccn2)cc1,-1.5%[57.5 µM]
CCN(CC)[C@@H](C)CN1c2ccccc2Sc2ccccc21,5.1%[25.7 µM]
NC(=O)C[C@@H]1NC(=O)[C@H](CCC(=O)O)NC(=O)c2cc([N+](=O)[O-])cc(I)c2OCC[C@@H](C(N)=O)NC1=O,-5.5%
NC(=O)COC(=O)c1cccc(NS(=O)(=O)/C=C/c2ccccc2)c1,4.7%
COc1ccc(C(=O)Nn2c(C3CCC3)nc3ccccc3c2=O)c(OC)c1,4.0%
CC(C)(C)C(=O)NC(=S)NNC(=O)c1ccc(Cl)cc1Cl,2.4%
CCC1C/C(=C/c2cccs2)C(=O)/C(=C/c2cccs2)C1 (centres undefined),-6.0%
CCCCCCC(C)n1cc(C(C)=O)c(=O)n(C)c1=O (centres undefined),21.8%
Cc1cc(C(=O)NNC(=S)NCc2ccccc2)cs1,10.3%
CC1CC[C@@]2(OC1)OC1CC3C4CC[C@@H]5CC(O)CC[C@@]5(C)C4CC[C@]3(C)C1C2C (some centres undefined),-0.8%
Cc1ccccc1NC(=O)c1ccccc1NC(=O)CCC(=O)O,7.6%
CCOC(=O)C1=C(C)N(CCCC(=O)O)C(=O)NC1c1ccccc1OS(=O)(=O)c1ccc(C)cc1 (centres undefined),4.1%
COc1ccc(-n2c(=S)[nH]c3c(sc(=S)n3-c3ccccc3)c2=O)c(OC)c1,6.5%[57.5 µM]
CCCCOC(=O)c1nnc(-c2ccccc2)o1,-5.6%[57.5 µM]
Cc1cccc(NC(=S)N=Nc2c(O)n(CN3CCOCC3)c3ccccc23)c1C,3.2%
CC(C)(C)NC(=O)NC(=O)COC(=O)c1c(F)cccc1Cl,-10.0%
O=Cc1cccn1-c1cccnc1,-13.5%
CCOC(=O)C1CCCN(Cc2cccc(Cl)c2)C1 (centres undefined),-1.3%
Cn1cccc1C(=O)N1CCC[C@@]2(CCN(C(=O)Nc3cccc(C#N)c3)C2)C1,6.5%
O=C(Cc1ccc(F)cc1)Nc1ccc(S(=O)(=O)N2CCCCC2)cc1,2.4%
C/C(=N\NC(=O)c1ccc(-c2ccccc2)cc1)c1cccc(N)c1,-28.0%
Cc1c(Cc2ccccc2)sc(NC(=O)c2ccco2)c1C(N)=O,-6.5%
COC(=O)[C@H](CC(C)C)NC(=O)CCc1nnc(COc2ccccc2)o1,-6.8%[57.5 µM]
NC(=O)Cn1nnc(-c2ccc(NC(=O)c3ccc(F)cc3)cc2)n1,-1.4%
CCOCCCNS(=O)(=O)c1ccc(OC)c(Cl)c1Cl,-1.0%
C=CCCN(C(CC(C)C)C(=O)OC)S(=O)(=O)c1ccccc1Br (centres undefined),4.5%[57.5 µM]
Cc1nn(-c2ccc(Cl)c(Cl)c2)c(C)c1C(=O)O,0.1%
O=C(C1CCCO1)N1CCN(c2ccc(F)cc2)CC1 (centres undefined),2.7%
c1ccc(-n2cc(CNCCc3cscn3)c(-c3ccc4c(c3)OCO4)n2)cc1,-11.2%
CC(=O)N1CCC2(CC1)CN(c1ccccn1)C2,-0.1%
Cc1ccc(C)c2c1cc(C)c1nnc(SCC(=O)c3cccs3)n12,-3.9%
C#CCOC(=O)C[N+](C)(C)CC#Cc1ccccc1,-8.2%
O=C(Cc1cn(Cc2cccc(Cl)c2)c2ccccc12)N1CCCC1,-4.7%
COc1ccc(OC)c([N+](=O)[O-])c1C(N)=O,-4.1%
Cc1cc(C(=O)N/N=C/C=C/c2ccccc2)n[nH]1,7.5%[57.5 µM]
COCCCNC(=O)Cn1nnc(-c2ccc(NC(=O)c3cccnc3)cc2)n1,3.1%
COC(=O)[C@@H](NC(=O)O[C@@H]1C(=O)c2cc(Br)ccc2O[C@H]1c1ccc2c(c1)OCO2)C(C)C,-1.5%
COc1ccc2c(c1)c(CC(=O)O)c(C)n2C(=O)c1ccc(Cl)cc1,7.8%[57.5 µM]
Cc1ccc(S(=O)(=O)N(C)c2ccccc2C(=O)NC2CCCC2)cc1,-7.1%
COC(=O)c1ccc(OC(=O)c2cccs2)cc1,5.1%
COc1cc(/C=C/C(=O)O)ccc1OS(=O)(=O)c1ccc(C)cc1,-0.3%
CCN1CCN(c2nc(Nc3ccccc3F)nc(N)c2[N+](=O)[O-])CC1,4.1%[57.5 µM]
CC(=O)NC(Cc1cccc(C)c1)C(=O)NC1CCN(C(=O)c2ccc([N+](=O)[O-])cc2)CC1 (centres undefined),3.4%
Cc1cc2c(o1)CC(C)(C)CC2=O,-4.3%
Cc1cc(-c2cc(C(=O)NCc3ccccc3)on2)nc(S(C)(=O)=O)n1,10.7%[57.5 µM]
O=C(c1cccc(F)c1)N1CCCN(C(=O)c2cccc(F)c2)CC1,-8.8%
CCCNC(=S)Nc1ccc(F)cc1F,-0.7%[57.5 µM]
O=C(Nc1ccc(Cl)cc1C(=O)N1CCCC1)c1cccc([N+](=O)[O-])c1,-20.8%
COc1ccc(C2C3C(C)=NN=C3CC(C)(O)C2C(C)=O)cc1 (centres undefined),2.9%[57.5 µM]
COc1ccc(C2C(C#N)=C(N)OC3=C2C(=O)CCC3)cc1Cn1cc([N+](=O)[O-])cn1 (centres undefined),-2.5%
CC1CN(c2ccc(C(F)(F)F)cc2[N+](=O)[O-])CCN1S(C)(=O)=O (centres undefined),3.6%
Cc1cc(C)n2nc(SCC(=O)N(Cc3ccccc3)C3CCS(=O)(=O)C3)nc2n1 (centres undefined),2.5%
Nc1ccccc1Nc1cccc(C(F)(F)F)c1,-3.8%

Next section.
structure	ERK EGF block
Cc1ccc(-n2c(C)n[nH]c2=S)cc1C	8.0%
O=C(c1cnc2n(c1=O)CCS2)N1CCc2ccccc21	14.2%
CC(OC(=O)c1cc2sccc2n1C)C(=O)NC(C)(C)C (centres undefined)	-14.9%
O=C(CCN1C(=O)S/C(=C/c2ccc(Cl)cc2)C1=O)N1CCOCC1	-1.7%
CCc1cc[n+](-c2nc3ccccc3nc2[N-]S(=O)(=O)c2ccc(Br)s2)cc1	-2.3%
Cc1ccc(C)c(N=Cc2cc3c(cc2[N+](=O)[O-])OCO3)c1	2.5%
O=C(O)c1c(Cl)nc2ccccn12	0.2%
Cc1ccc(Cc2c(C)c(C#N)c3[nH]c4ccccc4n3c2=O)cc1	1.6%[57.5 µM]
O=C(/C=C/c1ccccc1)Nc1nc(-c2ccncc2)cs1	?
CC(C)[C@H](NC(=O)c1ccc(Cl)c([N+](=O)[O-])c1)C(=O)NCc1ccc(F)cc1	-16.3%
O=c1[nH]cnc2c1ncn2C1OC(CO)C(O)C1O (centres undefined)	6.1%&5.2%&20.8%
Cn1c(=O)c2c(nc(/C=C/c3cccc(Cl)c3)n2C)n(C)c1=O	-8.8%

Entries above containing a CF3 group:
structure	ERK EGF block
CC1CN(c2ccc(C(F)(F)F)cc2[N+](=O)[O-])CCN1S(C)(=O)=O (centres undefined)	3.6%
Nc1ccccc1Nc1cccc(C(F)(F)F)c1	-3.8%

Looked up above.
Result for `Cc1ccc(-n2c(C)n[nH]c2=S)cc1C` under ERK EGF block: 8.0%
Result for `Cc1ccc(C)c(N=Cc2cc3c(cc2[N+](=O)[O-])OCO3)c1` under ERK EGF block: 2.5%

Going on with the list.
structure	ERK EGF block
O=C(COc1nc2ccccc2nc1N1CCOCC1)NC1CCCCC1	2.1%
CCCOC(=O)c1ccc(NC(=O)c2ccc(Br)o2)cc1	?
O=C(O)c1cccc(N2CCCC2=O)c1	2.9%[57.5 µM]
CC(C1CC2CCC1C2)n1c(-c2ccco2)n[nH]c1=S (centres undefined)	0.3%
COC(=O)C(Cc1ccccc1)P(=O)(c1ccccc1)c1ccccc1 (centres undefined)	-0.3%
Cc1ccc2nsnc2c1NC(=S)NC(=O)c1ccco1	-1.6%
CC(=O)Nc1ccc(S(=O)(=O)N(c2cccnc2)S(=O)(=O)c2ccc(NC(C)=O)cc2)cc1	22.0%
CN(Cc1nc(-c2cnccn2)no1)Cc1cccc2ccccc12	-2.4%
Cc1ccc(NC(=O)COC(=O)c2csc3c2CCC(C)C3)cc1S(=O)(=O)N1CCCCC1 (centres undefined)	-2.2%
C=CCNC(=S)NNc1nc(Nc2ccccc2)nc(N2CCCCC2)n1	3.4%
COc1ccc2c(c1)c(=O)c(C(=O)c1ccccc1)cn2Cc1ccccc1	-0.2%
CN(C)NC1=CC(=[N+]2CCCC2)CC(C)(C)C1	-0.9%

Next section, starting with the last 4 of the part before.
structure	ERK EGF block
Cc1ccc(NC(=O)COC(=O)c2csc3c2CCC(C)C3)cc1S(=O)(=O)N1CCCCC1 (centres undefined)	-2.2%
C=CCNC(=S)NNc1nc(Nc2ccccc2)nc(N2CCCCC2)n1	3.4%
COc1ccc2c(c1)c(=O)c(C(=O)c1ccccc1)cn2Cc1ccccc1	-0.2%
CN(C)NC1=CC(=[N+]2CCCC2)CC(C)(C)C1	-0.9%
COc1ccc(-c2nnn(CC(=O)NCCc3ccc(OC)c(OC)c3)n2)cc1	-5.2%
COC(=O)c1cc(NS(=O)(=O)c2ccc(N3CCOCC3)c(NC(C)=O)c2)cc(C(=O)OC)c1	2.3%
CCN(CC)C(=O)CN1C(=O)/C(=C/c2ccccc2)SC1=S	2.2%[57.5 µM]
Cn1cc([C@@H]2C[C@H]3CN(Cc4cccc(Cl)c4)C(=O)[C@]34CCCN24)c(-c2ccccc2)n1	-2.5%
COC(=O)C=P(c1ccccc1)(c1ccccc1)c1ccccc1	-3.0%
COc1ccc(-c2cc(C(F)F)n3ncc(C(=O)N4CCCc5ccccc54)c3n2)cc1	-10.0%
Cc1ccc(/C=C(\C#N)C(=O)NCc2ccco2)o1	-1.3%
Cc1ccc(-n2c(=O)c(C#N)cc3c(=O)n4ccccc4nc32)cc1	3.2%
COc1ccccc1NC(=O)Cn1c(CCC(=O)O)ccc1-c1ccc(C)cc1	-4.3%
Cn1cnnc1SCC(=O)Nc1sc2c(c1C#N)CCCCC2	-4.1%
Cc1cc(SC2CCOC2=O)nc2ccccc12 (centres undefined)	-10.8%
CCNC(=S)N1CCC(c2nc3cc(C)c(C)cc3[nH]2)CC1	5.3%
O=C(NCc1cccnc1)c1cnc2n(c1=O)CCS2	9.3%
Fc1ccccc1C1c2cccn2CCN1C(=S)Nc1ccc(Br)cc1 (centres undefined)	20.6%
CC(=O)Nc1ccc(NC(=O)CN(c2cccc(C(C)=O)c2)S(C)(=O)=O)cc1	2.0%
CCCCNc1nc2ccccc2n1CC(=O)Nc1ccc2c(c1)OCCO2	6.5%[57.5 µM]
CNC(=O)CSc1nccn1Cc1ccc(Cl)cc1	2.8%
O=C(COC(=O)CCCNC(=O)c1ccc(Cl)cc1)Nc1ccc(Br)cc1	1.4%
CC12CC3CC(C)(C1)CC(Nc1nc(N4CCOCC4)nc4ccccc14)(C3)C2	13.8%[57.5 µM]
CCCCN1/C(=C/c2ccc3ccccc3[n+]2CC)Sc2ccccc21	?
O=C(COC(=O)CCC(=O)c1cccs1)NC1CC1	9.6%
O=C(NC1CC1)C1=C[C@H](c2csc3ccccc23)C[C@H](OCc2ccc(CO)cc2)O1	-5.4%[57.5 µM]
CC1CCN(C(=O)c2ccc3c(Cl)c4c(nc3c2)CCCC4)CC1	1.2%
CC(=O)c1cc2c(cc1NC(=O)c1cccc(S(=O)(=O)N3CCN(C)CC3)c1)OCO2	4.2%
COc1ccc(C2=CC(=O)N(Nc3ccccc3)C2=O)cc1	-2.4%
CCOC(=O)N1CCN(C(=O)C2CCN(S(=O)(=O)c3cc(OC)ccc3OC)CC2)CC1	-3.2%
COc1ccc(NC(=O)COc2ccc3c(c2)CCC3)cc1	2.1%
Cc1cc(C)nc(Nc2ncn[nH]2)n1	-22.0%
COC(=O)CCC(=O)NNC(=O)c1ccc([N+](=O)[O-])cc1	-4.9%
CN(CC(=O)Nc1cccc2ccccc12)C(=O)c1cccc(S(=O)(=O)N(C)C)c1	-10.0%[57.5 µM]
COc1cccc(NC(=O)c2ccn(C)n2)c1	8.7%
Cc1c(Cl)cccc1NC(=S)NN	-12.4%
CN1CCN(C(=O)CC2C(=O)NCCN2Cc2ccc(-c3ccccc3)cc2)CC1 (centres undefined)	-0.1%[57.5 µM]
O=C1CCCc2nc3c(cc21)C(O)Oc1ccccc1-3 (centres undefined)	1.2%
O=C(Cn1ccc(=O)[nH]c1=O)Nc1ccc(C(=O)O)c(O)c1	8.4%[57.5 µM]
CCOC(=O)CCCCC(=O)c1[nH]c(=O)[nH]c1C[n+]1ccc(C)cc1	23.1%[57.5 µM]
C/C(=N/Nc1cc(-c2ccccc2)nc(-c2ccccc2)n1)c1ccc(O)cc1	-6.6%
C/C(CC(=O)Nc1cccnc1)=N\NC(=O)c1ccc([N+](=O)[O-])c(Cl)c1	10.4%
O=C(/C=C\c1cn(-c2ccccc2)nc1-c1ccccc1)Nc1nccs1	5.7%

Another view of part of the listing above:
> Cc1c(Cl)cccc1NC(=S)NN
  ERK EGF block = -12.4%

> CN1CCN(C(=O)CC2C(=O)NCCN2Cc2ccc(-c3ccccc3)cc2)CC1 (centres undefined)
  ERK EGF block = -0.1%[57.5 µM]

An excerpt, so the mix of outcomes need not match the whole.
